# Screens as filed in PubChem BioAssay.
# ARNT-TACC3 inh – disrupts binding between human ARNT and TACC3. AID 623870. AlphaScreen His-ARNT PAS-B/GST-TACC3 binding, luminescence; TACC3 fragment carries E629A point mutation. 390,000 compounds, 0.66% hits. inhibition, % at 9.99 µM;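 active means mean inhibition of replicates at least 50% and at least half of replicates each reaching 50%; inconclusive means half or more replicates reach 50% but mean below 50%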;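 further: 0% = complete ARNT plus TACC3 wells and 100% = ARNT alone without TACC3; many hits fall short of the cut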
# LGR2 inh – Drosophila LGR2 receptor signaling inhibition; HEK293 LGR2, CRE-luciferase, bursicon-stimulated, 4 h; inhibition, % at 9.99 µM; 380,000 compounds, 0.35% hits; AID 720647;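 active means drop in luminescence signal, shown as inhibition above about 50% in the replicate tests, limit read from the data, passing the limit was not always enough; inconclusive means probably only some replicates passing the limit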;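 further: agonist challenge used bursicon conditioned medium at about half maximal strength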
# PAX8 reporter – PAX8 transcriptional activity inhibition; RMG-I TPO-luciferase reporter, SteadyGlo, 24 h; inhibition, % at 12.6 µM; 360,000 compounds, 1.2% hits; AID 652154;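 active means mean replicate inhibition at least 60% with every replicate also reaching 60%; inconclusive means only one of the two criteria is met; inactive means mean below 60% and not all replicates reaching 60%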;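 further: luciferase light reporting Pax8 driven TPO promoter activity; plate controls were median of neutral control wells for no effect and mitoxantrone controls for full effect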
# EWS-Fli inh – inhibitors of EWS/Fli oncoprotein transcriptional activity; A673 NR0B1-luciferase reporter, viability-normalised; inhibition, % at 12.6 µM; 350,000 compounds, 0.67% hits; AID 651661;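 active means mean inhibition of at least 50% after viability correction, with every replicate also passing that limit; inconclusive means mean reaches 50% but only one of two replicates passes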;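 further: firefly luciferase signal divided by Alamar Blue viability fluorescence both relative to DMSO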
# Casp6 inh – caspase-6 (human) enzyme inhibition | P55212 | purified caspase-6, Z-VEID-R110 cleavage fluorescence | inhibition, % at 12.5 µM | 350,000 compounds, 0.53% hits | AID 686996;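 active means mean inhibition across replicates at least about 35%, with every replicate also reaching that limit, limit read from the data; inconclusive means only one of the two criteria met; inactive means neither criterion met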;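 further: 0% = median of neutral control wells and 100% = no fluorescence left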
# Target sequence (P55212 24-179 limits assumed): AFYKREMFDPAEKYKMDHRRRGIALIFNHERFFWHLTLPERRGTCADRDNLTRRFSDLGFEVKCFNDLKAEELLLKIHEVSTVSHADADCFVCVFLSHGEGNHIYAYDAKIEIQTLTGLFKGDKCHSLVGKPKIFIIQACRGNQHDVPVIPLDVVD
# Target sequence (P55212 194-293 limits assumed): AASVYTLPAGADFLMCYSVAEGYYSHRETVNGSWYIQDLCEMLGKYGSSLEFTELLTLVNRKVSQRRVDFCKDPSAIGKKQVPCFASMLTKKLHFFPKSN
# SIRT5 block – sirtuin-5 (human) deacylase inhibition. Q9NXA8. inhibition, % at 15 µM. 330,000 compounds, 1.1% hits. Purified SirT5, succinyl-peptide AMC, trypsin-coupled fluorescence; in the data active means inhibition above about 15%; inconclusive means no clear call, values can overlap the other calls
# Target sequence (Q9NXA8 whole entry, looked up): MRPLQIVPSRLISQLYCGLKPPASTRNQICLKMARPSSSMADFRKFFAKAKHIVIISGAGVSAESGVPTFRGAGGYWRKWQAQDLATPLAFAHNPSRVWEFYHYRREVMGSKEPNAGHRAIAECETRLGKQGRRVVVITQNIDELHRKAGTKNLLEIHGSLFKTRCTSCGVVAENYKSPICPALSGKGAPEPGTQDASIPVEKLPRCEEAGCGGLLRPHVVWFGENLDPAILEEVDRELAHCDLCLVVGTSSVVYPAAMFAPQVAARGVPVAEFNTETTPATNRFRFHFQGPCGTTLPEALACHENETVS
# DENV2 CPE rescue – DENV2-induced cell death inhibition. CPE inhibition, % at 9.99 µM. DENV2-infected cells, cytopathic effect rescue, plate reader. 350,000 compounds, 1.7% hits. AID 651640; in the data active means CPE inhibition above about 20%, passing the limit was not always enough; inconclusive means no clear call, values can overlap the other calls; tested in BHK-21 cells;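 further: 0% = median of neutral control wells and 100% = median of positive control wells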
# The depositor's hits bear a star; ? = inconclusive; . = not tested or not shown. The order is random (roughly 4.9% active in at least one column).
SMILES,ARNT-TACC3 inh,LGR2 inh,PAX8 reporter,EWS-Fli inh,Casp6 inh,SIRT5 block,DENV2 CPE rescue
O=C(NCCN1CCC(n2c(=O)[nH]c3ccccc32)CC1)c1ccc(F)cc1,.,-6,-17,0,-3,-4,1
C[C@@H]1CN([C@@H](C)CO)C(=O)c2cc(NC(=O)Nc3ccc(C(F)(F)F)cc3)ccc2O[C@@H](C)CCCCO[C@H]1CN(C)C(=O)CCCN(C)C,7,14,-6,4,.,.,0
CCCC#Cc1ccc([C@@H]2[C@@H](CO)N3C(=O)CN(C(=O)c4ccccc4)C[C@@H]23)cc1,.,-1,.,.,2,-3,8
O=C(c1cc(N2C(=O)C3C4CCC(C4)C3C2=O)ccc1Cl)N1CCCCCC1 (stereo not given),-2,10,26,2,2,-2,-4
Cc1nn(CC(=O)N2CCN(c3ccc(Cl)cc3)CC2)c(=O)c2cccn12,2,1,-8,-8,1,0,-6
Cc1ccccc1C(=O)NC1CCN(CC(=O)Nc2ccc(N(C)C)cc2)CC1,5,5,0,2,0,-1,-4
COc1ccc2c3c(n(C)c2c1)[C@@H](CO)N(C(=O)C1CC1)CC31CCN(C(=O)C2CCOCC2)CC1,.,-3,.,7,9,-4,7
O=C(NC[C@H]1[C@H](c2ccccc2)[C@H](CO)N1Cc1ccccn1)C1CC1,24,-30,7,1,-2,-4,-8
Nc1c(C(=O)CSc2ncccn2)c(=O)[nH]c(=O)n1C1CC1,-6,4,-29,-19,-3,0,-4
CO[C@@H]1CN(C)C(=O)c2ccc(NC(=O)Cc3ccccc3)cc2OC[C@H](C)N(C(C)=O)C[C@@H]1C,-3,-11,.,3,.,-2,-3
COc1ccc(NC(=O)Cn2c(=O)n(CC3CCCO3)c(=O)c3cc(OC)c(OC)cc32)cc1OC (stereo not given),-2,-6,12,-3,4,-7,-3
CN1[C@@H](CO)[C@@H]2c3ccccc3N(C(=O)Nc3ccccc3F)C[C@@H]21,25,-8,-23,-26,-1,3,6
C[C@@H]1CN([C@H](C)CO)C(=O)c2cc(NC(=O)Nc3ccc(F)cc3)ccc2O[C@H]1CN(C)Cc1ccncc1,0,4,2,-2,2,-1,37*
COC(=O)C1=C(C)N(CCc2cc(OC)c(OC)c(OC)c2)C(=O)N[C@H]1c1ccccc1,-8,3,8,-41,-2,.,2
O=C(C1CCCC1)N1CC(=O)N2[C@H](CO)[C@H](c3ccc(C#CCc4ccccc4)cc3)[C@H]2C1,.,17,.,-6,2,0,19
Cc1noc(C)c1S(=O)(=O)Nc1ccc2c(c1)CC(=O)N([C@H](C)CO)C[C@H](C)[C@@H](CN(C)Cc1ccc(C(=O)O)cc1)O2,.,6,.,-4,1,25*,-2
COc1ccccc1CN(C)C(=O)CNC(=O)c1cccc(Cl)c1,-7,2,4,2,-1,-3,-2
C[C@H]1CN([C@@H](C)CO)S(=O)(=O)c2ccc(-c3ccc(F)cc3)cc2O[C@H]1CN(C)Cc1ccccc1C(=O)O,-10,5,-6,5,1,-1,10
CCOC(=O)C1=C[C@@H](C(C)(C)C)N(S(=O)(=O)c2ccccc2C)[C@H]1c1ccc(Cl)cc1,.,10,-8,6,0,-3,1
O=C(Nc1cc(F)ccc1F)N1CC(=O)N2[C@H](C1)[C@H](c1ccc(-c3cccnc3)cc1)[C@@H]2CO,.,6,.,.,-3,-2,-3
C[C@H](NC(=O)[C@@H]1Cc2ccccc2CN1C(=O)OC(C)(C)C)C(=O)NCc1ccco1,-11,12,-7,3,.,-2,9
C[C@H](CO)N1C[C@H](C)[C@@H](CN(C)C(=O)NC2CCCC2)Oc2ncc(C3=CCCCC3)cc2C1=O,-3,9,.,-7,-1,2,-7
Cn1c(=O)c(NCCO)c2c3c(cccc31)C(=O)c1ccccc1-2,.,1,.,.,-26,0,.
Cc1ccc(S(=O)(=O)NC[C@H]2CC[C@H]3[C@H](CN3Cc3ccccc3C(=O)O)O2)cc1,.,.,.,15,0,1,1
COc1cccc(-c2ccc3c(c2)[C@@H]2[C@@H](CCN2C(=O)NC2CCCCC2)[C@@H](CO)N3C)c1,.,7,38,-2,3,2,17
CCOC(=O)Cn1c(C)cc(=O)c2cccc(C)c21,1,2,.,.,-3,-2,.
Cc1c(C(=O)NCc2ccccc2)oc2ccc(S(=O)(=O)N3CCCC3)cc12,-1,-14,15,24,-2,-1,-8
CCN(C(=O)COC(=O)CNC(=O)c1cccc(C)c1)c1c(N)n(Cc2ccccc2)c(=O)[nH]c1=O,4,16,8,1,4,-4,9
Cc1cc(C(=O)Nc2cccc3c2O[C@@H](CN(C)S(=O)(=O)c2c(C)noc2C)[C@@H](C)CN([C@H](C)CO)C3=O)n(C)n1,-2,6,.,1,2,3,0
CCCCC(CC)C(=O)Nc1cc(C(=O)NCc2ccc(C)cc2)ccc1N1CCC2(CC1)CC(c1ccccc1)=NO2 (stereo not given),0,8,7,7,.,.,3
O=C(c1cccs1)N1N=C(c2ccccc2)CC1c1ccccc1O (stereo not given),-12,8,12,-4,0,-3,-2
CCN(CC)CCCN1C(=O)C(O)=C(C(=O)c2cc3ccccc3o2)C1c1ccccn1 (stereo not given),.,-10,.,.,-3,0,.
CC(C)CCC(C)NC(=O)CN1C(=O)NC(C)(c2ccc3ccccc3c2)C1=O (stereo not given),.,2,15,0,2,-3,2
COc1cccc(CNC(=O)COC(=O)c2ccc(C(=O)c3ccccc3)cc2)c1,55*,-17,-8,0,1,-3,1
O=C(NCCc1ccco1)C(=O)NCC1OCCCN1S(=O)(=O)c1ccc(F)cc1 (stereo not given),26,5,13,.,4,0,-2
COc1cc(NC(=O)COC(=O)/C=C/c2ccc(O)c(OC)c2)cc(OC)c1,2,1,2,10,0,-4,-2
O=C(O)c1cc(S(=O)(=O)N2CCCCC2)ccc1N1CCCC1,-7,12,-5,-4,0,-4,-15
CCOc1ccc(Nc2nc(-c3cccnc3)cs2)cc1,1,-19,-138,-103,0,1,5
COc1ccccc1N1C(=O)CSC1=S,-4,14,-6,19,0,-4,2
COCC(C)NC(=O)CSc1nc2nn(-c3ccccc3)c(=O)c-2c2n1CCCCC2 (stereo not given),-1,-13,2,9,-6,-2,17

# Grouped by structure, the compounds so far with a Cl atom.
SMILES,ARNT-TACC3 inh,LGR2 inh,PAX8 reporter,EWS-Fli inh,Casp6 inh,SIRT5 block,DENV2 CPE rescue
O=C(c1cc(N2C(=O)C3C4CCC(C4)C3C2=O)ccc1Cl)N1CCCCCC1 (stereo not given),-2,10,26,2,2,-2,-4
Cc1nn(CC(=O)N2CCN(c3ccc(Cl)cc3)CC2)c(=O)c2cccn12,2,1,-8,-8,1,0,-6
COc1ccccc1CN(C)C(=O)CNC(=O)c1cccc(Cl)c1,-7,2,4,2,-1,-3,-2
CCOC(=O)C1=C[C@@H](C(C)(C)C)N(S(=O)(=O)c2ccccc2C)[C@H]1c1ccc(Cl)cc1,.,10,-8,6,0,-3,1

# Additional structures follow:
SMILES,ARNT-TACC3 inh,LGR2 inh,PAX8 reporter,EWS-Fli inh,Casp6 inh,SIRT5 block,DENV2 CPE rescue
O=c1[nH]cnc2sc(-c3ccccc3)cc12,-11,-50,.,.,0,1,.
OCCNC(=S)Nc1ccc2nsnc2c1,15,17,7,0,6,-3,9
Cc1noc(C)c1S(=O)(=O)N(C)C[C@@H]1OCCCC[C@H](C)Oc2ccc(NC(=O)Nc3cccc4ccccc34)cc2C(=O)N([C@H](C)CO)C[C@@H]1C,-3,32,22,5,0,2,-4
C[C@@H]1CCCCO[C@@H](CN(C)C(=O)C2CCCCC2)[C@@H](C)CN([C@H](C)CO)C(=O)c2cc(NS(=O)(=O)c3ccc(Cl)cc3)ccc2O1,-5,7,-10,-5,-1,1,7
C[C@H](CO)N1C[C@H](C)[C@@H](CN(C)Cc2ccc(-c3ccccc3)cc2)Oc2ccc(NC(=O)C3CC3)cc2CC1=O,16,11,104*,-4,-3,?,18
COc1ccc2c(c1)C(c1cccs1)=NNC(c1cccnc1)=N2,2,-19,-17,-3,-3,4,1
C[C@H](CO)N1C[C@H](C)[C@H](CN(C)C(=O)c2ccccc2)Oc2ncc(C3=CCCCC3)cc2C1=O,-2,4,.,-10,1,0,-12
O=Cc1nc(-c2ccccc2Cl)n2ccccc12,-21,-3,.,-3,0,3,-1
CCCn1nc2cc(C(=O)NCc3ccc4c(c3)OCO4)ccc2c1OCC,1,-13,-5,10,2,.,-2
C[C@@H]1CN([C@@H](C)CO)C(=O)Cc2cc(N(C)C)ccc2O[C@H]1CN(C)S(=O)(=O)c1cn(C)cn1,1,-15,5,5,-5,1,-2
O=c1[nH]c(-c2ccccn2)cc2ccccc12,15,-71,-155,.,.,.,.
COc1cccc(/C=N/NC(=O)CCc2c(C)n[nH]c2C)c1O,9,4,16,2,1,-2,1
CN(C)CCCNC(=O)/C=C/c1ccc(OCc2c(F)cccc2Cl)cc1,1,14,-3,2,-12,-1,8
COc1ccc(C)cc1NC(=O)C/C(C)=N/NC(=O)Cc1cccc2ccccc12,.,-5,-1,10,-3,1,5
COc1cccc(-c2ccc3c(c2)O[C@H](CN(C)C(=O)C2CCOCC2)[C@H](C)CN([C@H](C)CO)S3(=O)=O)c1,-2,-17,6,4,3,-9,-3
C[C@@H]1CN([C@H](C)CO)S(=O)(=O)c2ccc(-c3ccncc3)cc2O[C@H]1CN(C)C,-3,-5,.,-10,-2,0,-5
Cc1noc(C)c1S(=O)(=O)Nc1ccc2c(c1)CC(=O)N([C@H](C)CO)C[C@H](C)[C@@H](CN(C)Cc1ccc(Cl)c(Cl)c1)O2,27,17,19,3,1,4,-1
COC(=O)c1ccc(N2CCN(C(=O)C3CC3)CC2)c([N+](=O)[O-])c1,-3,3,-6,-4,-1,-2,-1
O=C(Nc1nnc(-c2cccs2)s1)c1cccc(F)c1,6,-62,-70,-29,1,-1,-2
COc1ccccc1C(=O)N1C[C@@H]2[C@H](c3ccccc31)[C@H](CO)N2C(=O)C1CC1,-1,2,-6,3,3,3,0
CO[C@H]1CN(C)C(=O)c2ccc(NC(=O)c3ccc4c(c3)OCO4)cc2OC[C@@H](C)N(CCC(F)(F)F)C[C@@H]1C,2,0,.,-5,3,3,7

# Arranged by the number under Casp6 inh (descending): 3 of the compounds above.
molecule | ARNT-TACC3 inh | LGR2 inh | Casp6 inh | SIRT5 block
Cc1noc(C)c1S(=O)(=O)Nc1ccc2c(c1)CC(=O)N([C@H](C)CO)C[C@H](C)[C@@H](CN(C)Cc1ccc(Cl)c(Cl)c1)O2 | 27 | 17 | 1 | 4
C[C@@H]1CCCCO[C@@H](CN(C)C(=O)C2CCCCC2)[C@@H](C)CN([C@H](C)CO)C(=O)c2cc(NS(=O)(=O)c3ccc(Cl)cc3)ccc2O1 | -5 | 7 | -1 | 1
C[C@H](CO)N1C[C@H](C)[C@@H](CN(C)Cc2ccc(-c3ccccc3)cc2)Oc2ccc(NC(=O)C3CC3)cc2CC1=O | 16 | 11 | -3 | ?
